EPAC1 antagonist: EPAC1 (human) antagonism; O95398; EPAC1 GEF assay, Rap1b-BODIPY-GDP exchange fluorescence; Potency, µM (titrated, usually from 115 µM), for inactives: at the highest dose activity change, negative = inhibition, usual class: inhibitors; 0.14% of 360,000 active; AID 720709;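 note: potency is the fitted concentration of half-maximal effect; plate controls were vehicle for no effect and positive control for full effect; nearly all actives have a fitted effect of over 50% in size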
FUS yeast rescue: rescues growth of FUS-expressing yeast | AID 1347120 | S. cerevisiae FUS-expressing, growth rescue, OD600, 24 h | 0.24% of 390,000 active | Potency, µM (titrated, usually from 76.6 µM), inactives show at the highest dose growth rescue (activation), usual class: activators;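 note: potency is the fitted concentration of half-maximal effect; plate controls were DMSO vehicle for no effect and reference control for full effect; nearly all actives have a fitted effect of over 55% in size; some results filed as inactive show a strong effect at the top dose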
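Read-out: OD at 600 nm after 24hr at 30C, reporting rescue of FUS-induced yeast toxicity. Cells at OD 0.005 in galactose (2%) minimal medium; compounds tested in a dilution series; CP55940 titration from 92uM final as control.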
Abeta yeast res: compounds reversing amyloid beta toxicity in yeast; 0.063% of 410,000 active; Potency, µM (series often up to 46.1 µM), inactives show top-dose growth rescue, hits mostly activators; AID 1347071; yeast expressing A-beta42, growth rescue, OD600, 48 h; response scale: 0% DMSO, 100% iron-clioquinol control; note: potency is the fitted concentration of half-maximal effect; nearly all actives have a fitted effect of over 55% in size
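Yeast growth medium received pinned compounds, then yeast cells expressing toxic A-beta were added; plates incubated at 30 C for 48 hr. Growth read as absorbance at 600 nm, normalized to DMSO and equimolar FeCl3 plus clioquinol controls.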
WRN inhibitor: WRN helicase (human) inhibition; Q14191; WRN helicase unwinding, fluorescent forked duplex, kinetic; Potency, µM (series often up to 114 µM), for the others: at the highest dose activity change, negative = inhibition, most hits filed as inhibitors; 0.46% of 360,000 active; AID 651768; note: potency is the fitted concentration of half-maximal effect; % is set by controls: 0 for no effect and ±100 for the full control effect; nearly all actives have a fitted effect of over 55% in size
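Kinetic red-fluorescence monitoring (525/598 nm) tracks WRN helicase activity after 100 nM fluorophore-quencher forked duplex and 2 mM ATP are added to 20 nM enzyme pretreated 15 min at room temperature with compound.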
PLK1 PBD inh: blocks phosphopeptide binding to human PLK1 polo-box domain | P53350 | Plk1 PBD binding of FITC phosphopeptide, fluorescence polarization | Potency, µM, for the others: max response, negative = inhibition, most hits filed as inhibitors | 2.8% of 360,000 active | AID 720504; note: potency is the fitted concentration of half-maximal effect; series mostly up to about 57 µM; % is set by controls: 0 for no effect and ±100 for the full control effect; nearly all actives have a fitted effect of over 65% in size
Target sequence (P53350 whole entry, looked up, the tested form may be a part): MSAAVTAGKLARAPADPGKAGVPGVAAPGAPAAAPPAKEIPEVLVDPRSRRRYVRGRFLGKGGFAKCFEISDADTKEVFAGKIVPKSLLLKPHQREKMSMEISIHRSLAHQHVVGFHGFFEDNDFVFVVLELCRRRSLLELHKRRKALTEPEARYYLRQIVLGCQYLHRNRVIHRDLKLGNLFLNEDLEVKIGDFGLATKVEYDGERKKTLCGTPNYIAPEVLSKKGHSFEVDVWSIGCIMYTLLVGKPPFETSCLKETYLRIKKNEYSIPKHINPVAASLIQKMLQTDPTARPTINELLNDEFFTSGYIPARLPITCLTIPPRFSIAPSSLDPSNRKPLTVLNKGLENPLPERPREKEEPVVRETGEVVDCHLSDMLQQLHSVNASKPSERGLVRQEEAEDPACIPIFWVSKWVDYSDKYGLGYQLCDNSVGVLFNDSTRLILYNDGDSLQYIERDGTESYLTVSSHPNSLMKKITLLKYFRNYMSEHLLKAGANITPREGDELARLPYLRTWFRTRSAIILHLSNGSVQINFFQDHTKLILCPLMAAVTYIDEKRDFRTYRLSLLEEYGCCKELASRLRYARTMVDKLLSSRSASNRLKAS
PI5P4K alpha inh: inhibitors of human PI5P4K alpha | P48426 | PI5P4Kalpha enzyme, ADP-Glo luminescence, 60 min; active compounds read low | max response, % | 1.2% of 330,000 active | AID 652105; active = max response of -50% or lower; inconclusive = between -30% and -50%; inactive = -30% or higher; note: value at the top dose of about 77 µM; % is set by controls: 0 for no effect and ±100 for the full control effect
Target sequence (P48426 whole entry, looked up): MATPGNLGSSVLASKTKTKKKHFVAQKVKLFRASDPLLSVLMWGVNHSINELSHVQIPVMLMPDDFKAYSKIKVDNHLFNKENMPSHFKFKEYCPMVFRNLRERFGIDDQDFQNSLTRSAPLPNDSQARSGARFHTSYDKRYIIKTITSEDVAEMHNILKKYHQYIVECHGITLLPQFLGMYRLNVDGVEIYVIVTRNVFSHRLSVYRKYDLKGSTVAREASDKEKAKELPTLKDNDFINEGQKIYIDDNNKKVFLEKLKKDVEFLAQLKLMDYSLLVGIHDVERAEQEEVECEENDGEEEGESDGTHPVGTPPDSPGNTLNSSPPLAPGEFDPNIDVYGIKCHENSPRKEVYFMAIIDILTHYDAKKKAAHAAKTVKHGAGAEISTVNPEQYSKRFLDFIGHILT
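Single end-point luminescence (ADP-Glo) quantified ADP from PI5P4Kalpha turnover; ATP 5 microM final, 1 h at RT, 0.1% CHAPS and 0.28 mM EGTA in HEPES pH 7.4.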
aSyn yeast inh: rescues yeast growth from alpha-synuclein toxicity; Yeast expressing alpha-synuclein, growth rescue, BacTiter-Glo, 24 h; 0.14% of 370,000 active; Potency, µM (series often up to 46.1 µM), without a hit: top-dose growth rescue (activation), hits mostly activators; note: potency is the fitted concentration of half-maximal effect; % of control where 0% means no effect; nearly all actives have a fitted effect of over 65% in size
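Readout is rescue of growth in alpha-synuclein-expressing yeast, so inhibitors of toxicity appear as activators. Growth after 24 hr at 30 deg C in galactose medium is quantified by luminescence.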
EPAC1 agonist: EPAC1 (human) agonism | O95398 | EPAC1 agonist qHTS, biochemical assay; response scale: 100% = response to 6.5 mM cAMP | Potency, µM (titrated, usually from 154 µM), without a hit: at the highest dose activation, most hits filed as activators | 0.073% of 360,000 active | AID 720707; note: potency is the fitted concentration of half-maximal effect; nearly all actives have a fitted effect of over 60% in size
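Nucleotide exchange assay: 100 nM EPAC1 with 250 nM Rap1B loaded with BODIPY-GDP and 50 uM GDP, room temperature. Fluorescence (480/540 nm) read every 5 min for 30 min; signal change normalized to 6.5 mM cAMP as full agonist.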
IL2 activator: activators of IL-2. IL-2 activation reporter assay, cell-based qHTS; stimulated with anti-CD3/CD4/CD28 beads; in transgenic mouse T cells. AID 652025. activation, % (series mostly up to about 46 µM). 0.065% of 360,000 active; in the data active = activation above about 50%; inconclusive = mostly about 30% to 49%; note: 0% is about no effect
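First, unstimulated transgenic mouse T cells were exposed to compound for 60 min. Next, anti-CD3/anti-CD4-coated beads with anti-CD28 were added. Finally, after 18 h at 37 degrees C, EGFP and DsRed were imaged.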
* = called active by the depositor; [ ] = remark or other dose. Unless noted, calls come from the whole dose curve; as a rule, active = well fitted curve in the direction sought with a large enough effect; inconclusive = small, poorly fitted or top-dose-only effect, or another doubt; inactive = no such curve, though single readings can be large; an effect the other way counts as inactive or inconclusive. Rows were taken by chance; any-hit rate near 4.1%.

Results for O=C(C1=C(O)C(=O)N(CCOCCO)C1c1cccs1)c1cccs1 (configuration not stated) ?
EPAC1 antagonist: 12%; FUS yeast rescue: -4%; Abeta yeast res: 12%; WRN inhibitor: 2%; PLK1 PBD inh: -5%; PI5P4K alpha inh: 0; aSyn yeast inh: 0%; EPAC1 agonist: -1%; IL2 activator: 0.8

What do the screens show for `O=C(NCc1ccc2c(c1)OCO2)c1ccc(S(=O)(=O)C(F)F)cc1`?
EPAC1 antagonist: -12%; FUS yeast rescue: -7%; Abeta yeast res: -5%; WRN inhibitor: 4%; PLK1 PBD inh: -2%; PI5P4K alpha inh: 0; aSyn yeast inh: -5%; EPAC1 agonist: 3%; IL2 activator: -2.2

What do the screens show for `Fc1ccc(Cl)cc1/C=N/n1cnnc1SCc1ccccc1`?
EPAC1 antagonist: 0%; FUS yeast rescue: 22%; Abeta yeast res: 3%; WRN inhibitor: 1%; PLK1 PBD inh: -10%; PI5P4K alpha inh: 1; aSyn yeast inh: -7%; EPAC1 agonist: 8%; IL2 activator: -1.9

How did O=C(COc1coc(CN2CCN(c3ccc(F)cc3)CC2)cc1=O)Nc1ccccc1 do in these assays?
EPAC1 antagonist: 3%; FUS yeast rescue: 0%; Abeta yeast res: 6%; WRN inhibitor: -27%; PLK1 PBD inh: -7%; PI5P4K alpha inh: -10; aSyn yeast inh: -2%; EPAC1 agonist: -5%; IL2 activator: 8.2

Results for Nc1nc(NCCCN2CCOCC2)nc(Nc2ccccc2F)c1[N+](=O)[O-] ?
EPAC1 antagonist: -9%; FUS yeast rescue: 4%; Abeta yeast res: -12%; WRN inhibitor: -20%; PLK1 PBD inh: -20%; PI5P4K alpha inh: -3; aSyn yeast inh: 0%; EPAC1 agonist: 9%; IL2 activator: -0.1

Results for CC(CN1CCCCC1)c1ccccc1 (configuration not stated) ?
EPAC1 antagonist: 4%; FUS yeast rescue: -6%; Abeta yeast res: -22%; WRN inhibitor: -24%; PLK1 PBD inh: -4%; PI5P4K alpha inh: -3; aSyn yeast inh: -1%; EPAC1 agonist: 1%; IL2 activator: 2.0

How did CCC(C)NC(=O)C1CCC(=O)N(c2ccc3c(c2)OCO3)C1c1ccc(OC)cc1 (configuration not stated) do in these assays?
EPAC1 antagonist: -14%; FUS yeast rescue: -12%; Abeta yeast res: 11%; WRN inhibitor: 1%; PLK1 PBD inh: 4%; PI5P4K alpha inh: 1; aSyn yeast inh: -3%; EPAC1 agonist: -5%; IL2 activator: -0.1

How did Cc1ccc(-c2nnn(CC(=O)N(CC(=O)NC3CCCCC3)c3cnc4ccccc4c3)n2)o1 do in these assays?
EPAC1 antagonist: -4%; FUS yeast rescue: -1%; Abeta yeast res: -2%; WRN inhibitor: -5%; PLK1 PBD inh: -3%; aSyn yeast inh: inconclusive; EPAC1 agonist: -10%; IL2 activator: 0.2

What do the screens show for `COc1ccc2oc(C(=O)OCC(=O)N3CCCC(C)C3)c(C)c2c1` (configuration not stated)?
EPAC1 antagonist: -4%; FUS yeast rescue: 24%; Abeta yeast res: 12%; WRN inhibitor: 2%; PLK1 PBD inh: 0%; PI5P4K alpha inh: -2; aSyn yeast inh: 3%; EPAC1 agonist: 6%; IL2 activator: -2.4

How did CC(=O)N(Cc1cc2ccccc2[nH]c1=O)c1ccc(C)cc1 do in these assays?
EPAC1 antagonist: -14%; FUS yeast rescue: -8%; Abeta yeast res: -4%; WRN inhibitor: 0%; PLK1 PBD inh: 2%; PI5P4K alpha inh: 3; aSyn yeast inh: 6%; EPAC1 agonist: 1%; IL2 activator: -0.1

How did COc1ccc(OC)c(Nc2ncnc3c2cnn3-c2cccc(C)c2)c1 do in these assays?
EPAC1 antagonist: -11%; FUS yeast rescue: 3%; Abeta yeast res: -9%; WRN inhibitor: -22%; PLK1 PBD inh: 0%; aSyn yeast inh: -26%; EPAC1 agonist: inconclusive; IL2 activator: 1.3

Results for Cc1ccc(Cl)cc1N1CCN(C(=O)CCS(=O)(=O)c2cccc3nonc23)CC1 ?
EPAC1 antagonist: -4%; FUS yeast rescue: 27%; Abeta yeast res: 21%; WRN inhibitor: -2%; PLK1 PBD inh: -13%; PI5P4K alpha inh: -4; aSyn yeast inh: inconclusive; EPAC1 agonist: 7%; IL2 activator: -1.0

Three compounds out of the list, sorted by heavy-atom count, descending:
How did CCC(C)NC(=O)C1CCC(=O)N(c2ccc3c(c2)OCO3)C1c1ccc(OC)cc1 (configuration not stated) do in these assays?
EPAC1 antagonist: -14%; FUS yeast rescue: -12%; Abeta yeast res: 11%; WRN inhibitor: 1%; PLK1 PBD inh: 4%; PI5P4K alpha inh: 1; aSyn yeast inh: -3%; EPAC1 agonist: -5%; IL2 activator: -0.1

Results for O=C(C1=C(O)C(=O)N(CCOCCO)C1c1cccs1)c1cccs1 (configuration not stated) ?
EPAC1 antagonist: 12%; FUS yeast rescue: -4%; Abeta yeast res: 12%; WRN inhibitor: 2%; PLK1 PBD inh: -5%; PI5P4K alpha inh: 0; aSyn yeast inh: 0%; EPAC1 agonist: -1%; IL2 activator: 0.8

What do the screens show for `Fc1ccc(Cl)cc1/C=N/n1cnnc1SCc1ccccc1`?
EPAC1 antagonist: 0%; FUS yeast rescue: 22%; Abeta yeast res: 3%; WRN inhibitor: 1%; PLK1 PBD inh: -10%; PI5P4K alpha inh: 1; aSyn yeast inh: -7%; EPAC1 agonist: 8%; IL2 activator: -1.9

(further entries)
How did O=C(COC(=O)c1ccc(Br)o1)Nc1ccc(N2CCOCC2)cc1 do in these assays?
EPAC1 antagonist: 1%; FUS yeast rescue: 8%; Abeta yeast res: 3%; WRN inhibitor: -1%; PLK1 PBD inh: 7%; PI5P4K alpha inh: 6; aSyn yeast inh: 0%; EPAC1 agonist: 2%; IL2 activator: 0.2

How did Cc1ccc(S(=O)(=O)N(CCCc2c(C)nc(N)[nH]c2=O)Cc2ccc([N+](=O)[O-])cc2)cc1 do in these assays?
EPAC1 antagonist: 2%; FUS yeast rescue: 39%; Abeta yeast res: -10%; WRN inhibitor: 11%; PLK1 PBD inh: 1%; PI5P4K alpha inh: 3; aSyn yeast inh: -4%; EPAC1 agonist: 7%; IL2 activator: -4.0

How did Cc1cc2c(c(C)c1Br)C(c1ccc3c(c1)OCO3)CC(=O)O2 (configuration not stated) do in these assays?
EPAC1 antagonist: -2%; FUS yeast rescue: 32%; Abeta yeast res: 7%; WRN inhibitor: -7%; PLK1 PBD inh: 1%; PI5P4K alpha inh: 7; aSyn yeast inh: 10%; EPAC1 agonist: -1%; IL2 activator: -0.5

How did COc1ccc(C(=O)NCc2cccnc2)cc1S(=O)(=O)N1CCOCC1 do in these assays?
EPAC1 antagonist: -8%; FUS yeast rescue: 33%; Abeta yeast res: 7%; WRN inhibitor: 2%; PLK1 PBD inh: -2%; aSyn yeast inh: 0%; EPAC1 agonist: -8%; IL2 activator: -2.2

How did COc1ccc(C(=O)n2c(-c3ccco3)nc3ccccc32)cc1 do in these assays?
EPAC1 antagonist: -6%; FUS yeast rescue: 22%; Abeta yeast res: -21%; WRN inhibitor: -2%[57.1 µM]; PLK1 PBD inh: -16%; PI5P4K alpha inh: -5; aSyn yeast inh: -7%; EPAC1 agonist: 9%; IL2 activator: -3.0

Results for CCCC(=O)Nc1cccc(NC(=O)c2cccc([N+](=O)[O-])c2C)c1 ?
EPAC1 antagonist: 4%; Abeta yeast res: -6%; WRN inhibitor: -9%; PLK1 PBD inh: 6%; PI5P4K alpha inh: 10; aSyn yeast inh: -9%; EPAC1 agonist: -2%; IL2 activator: 0.4

How did Cc1cc(NC(=O)CSc2nnc(-c3cccs3)n2N)no1 do in these assays?
EPAC1 antagonist: -2%; FUS yeast rescue: -9%; Abeta yeast res: 13%; WRN inhibitor: -5%; PLK1 PBD inh: 1%; PI5P4K alpha inh: -3; aSyn yeast inh: 3%; EPAC1 agonist: 10%; IL2 activator: -0.3

What do the screens show for `COc1ccc(CCN2C(=O)CC(NC34CC5CC(CC(C5)C3)C4)C2=O)cc1OC` (configuration not stated)?
EPAC1 antagonist: -17%; FUS yeast rescue: 5%; Abeta yeast res: -17%; WRN inhibitor: -6%; PLK1 PBD inh: -10%; PI5P4K alpha inh: 2; aSyn yeast inh: -1%; EPAC1 agonist: -6%; IL2 activator: 1.2

What do the screens show for `O=P(OC1CCCCC1)(OC1CCCCC1)C(O)c1c(Cl)cccc1Cl` (configuration not stated)?
EPAC1 antagonist: -12%; FUS yeast rescue: 16%; Abeta yeast res: -10%; WRN inhibitor: -9%; PLK1 PBD inh: 1%; PI5P4K alpha inh: 0; aSyn yeast inh: 1%; EPAC1 agonist: -4%; IL2 activator: 0.0

How did CCOC(=O)c1cnc(-c2ccccc2)nc1Oc1cccc(Cl)c1 do in these assays?
EPAC1 antagonist: 0%; FUS yeast rescue: -5%; Abeta yeast res: 4%; WRN inhibitor: -6%; PLK1 PBD inh: -3%; PI5P4K alpha inh: 14; aSyn yeast inh: 2%; EPAC1 agonist: 0%; IL2 activator: 0.0

What do the screens show for `CCNc1ccc(C(=O)OCC)cc1NC(=O)c1cccc(N(C)C)c1`?
EPAC1 antagonist: -7%; FUS yeast rescue: 26%; Abeta yeast res: -11%; WRN inhibitor: -11%; PLK1 PBD inh: -4%; aSyn yeast inh: -2%; EPAC1 agonist: 17%; IL2 activator: -1.7

Results for CCCCCCCCCC(=O)N/N=C(\C)c1cccnc1 ?
EPAC1 antagonist: -5%; FUS yeast rescue: 32%; Abeta yeast res: -32%; WRN inhibitor: -16%; PLK1 PBD inh: -25%; PI5P4K alpha inh: 9; aSyn yeast inh: -10%; EPAC1 agonist: -4%; IL2 activator: 0.4

What do the screens show for `COc1ccc2[nH]c(=O)c(CN(CCO)C(=O)NCc3ccccc3)cc2c1`?
EPAC1 antagonist: 0%; FUS yeast rescue: 27%; Abeta yeast res: 10%; WRN inhibitor: -9%; PLK1 PBD inh: -3%; aSyn yeast inh: 3%; EPAC1 agonist: 7%; IL2 activator: -1.8
